Source: PubChem BioAssay
KAT2A inh = qHTS Assay for Inhibitors of GCN5L2; Histone acetyltransferase KAT2A (Homo sapiens), Q92830; GCN5L2 HAT assay, ThioGlo1 CoA-SH fluorescence; Potency, µM (doses to about 58.9 µM), for inactives: top-dose activity change, negative = inhibition, hits mostly inhibitors; 0.21% of 390,000 active; AID 504327, 2011
Target sequence (Q92830 whole entry, looked up): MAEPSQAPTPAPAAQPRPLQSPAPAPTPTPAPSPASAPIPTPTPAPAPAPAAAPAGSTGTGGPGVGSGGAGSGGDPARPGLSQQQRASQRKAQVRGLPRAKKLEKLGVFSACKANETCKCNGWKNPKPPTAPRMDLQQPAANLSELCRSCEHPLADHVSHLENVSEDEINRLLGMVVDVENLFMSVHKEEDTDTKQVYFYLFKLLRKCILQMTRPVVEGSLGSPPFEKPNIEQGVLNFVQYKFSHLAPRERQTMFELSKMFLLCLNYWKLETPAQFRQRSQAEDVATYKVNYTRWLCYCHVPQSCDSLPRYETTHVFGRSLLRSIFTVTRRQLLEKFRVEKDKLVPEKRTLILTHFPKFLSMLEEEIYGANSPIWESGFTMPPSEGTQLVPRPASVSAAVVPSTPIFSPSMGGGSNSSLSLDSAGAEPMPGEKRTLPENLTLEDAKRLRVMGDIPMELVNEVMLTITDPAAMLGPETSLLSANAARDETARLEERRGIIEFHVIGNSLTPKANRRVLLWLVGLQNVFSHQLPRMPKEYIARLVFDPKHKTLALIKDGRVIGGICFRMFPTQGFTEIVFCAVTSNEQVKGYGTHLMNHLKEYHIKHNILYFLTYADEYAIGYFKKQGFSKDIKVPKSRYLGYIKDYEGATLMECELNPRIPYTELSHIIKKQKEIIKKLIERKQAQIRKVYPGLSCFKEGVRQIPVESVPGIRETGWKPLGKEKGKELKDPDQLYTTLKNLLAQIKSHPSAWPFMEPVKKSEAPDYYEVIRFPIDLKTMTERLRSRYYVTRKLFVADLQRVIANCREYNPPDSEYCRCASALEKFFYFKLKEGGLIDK
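GCN5L2 (20 nM) in 50mM HEPES pH 7.5, 0.1mM EDTA, 0.01% Tween-20 preincubated 15 min with compounds at room temperature. Reaction started with H3(1-25) 75uM, acetyl-CoA 70uM, ThioGlo1 50uM; CoA-thiol fluorescence (Ex340/Em540) read at 0 and 20 min.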
FEN1 inhibitor = qHTS Assay for the Inhibitors of Human Flap endonuclease 1 (FEN1); AID 588795, 2011; 0.35% of 390,000 active; Recombinant FEN1 flap cleavage, fluorescence, 15 min; P39748; Potency, µM (titrated, usually from 114 µM), without a hit: at the top dose activity change, negative = inhibition, actives largely listed as inhibitors; further: nearly all actives have a fitted effect of over 65% in size
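Concentration–response screening of FEN1 (10 nM): 15 min compound preincubation at room temperature, reaction started with 50 nM substrate and read at 0 and 15 min. Corrected, normalized data were fitted by a four-parameter Hill equation.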
DT40 TDP1 CPT = qHTS for Inhibitors of human tyrosyl-DNA phosphodiesterase 1 (TDP1): qHTS in cells in presence of CPT | chicken DT40 Tdp1-/-;hTDP1 cells + 20 nM CPT, ATP luminescence, 48 h | Potency, µM (doses to about 46.2 µM), for inactives: at the highest dose activity change, negative = growth inhibition, most hits filed as inhibitors | 12% of 420,000 active; further: nearly all actives have a fitted effect of over 55% in size
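Cell growth measured by CellTiter-Glo luminescence after a minimum 48 h, 37 C compound exposure with 20 nM CPT in Tdp1-knockout DT40 cells stably expressing hTDP1, seeded 400/well; qHTS titration format.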
* hit, by the source's call; ? = inconclusive; . = not tested or not shown. The call rests on the fitted dose curve; in most records, active means well fitted curve in the direction sought with a large enough effect; inconclusive means small, poorly fitted or top-dose-only effect, or another doubt; inactive means no such curve, though single readings can be large; an effect the other way counts as inactive or inconclusive. On the % scale 0 is the no-effect control and ±100 the full control effect; potency means the concentration at half of the fitted maximal effect.

SMILES	KAT2A inh	FEN1 inhibitor	DT40 TDP1 CPT
N#CCCNS(=O)(=O)c1ccc(C(=O)OCC2CCCCC2)cc1	-8.9%	-3.6%	7.2%
COc1ccc(NS(=O)(=O)c2cccc3cccnc23)cc1	0.3%	-3.2%	-20.9%
O=C(COC(=O)c1ccc[nH]c1=O)NC1CCCCCC1	-6.4%	0.5%	1.2%
C[C@H](CO)N1C[C@H](C)[C@@H](CN(C)S(=O)(=O)c2ccc(F)cc2)Oc2ccc(NC(=O)C3CCCCC3)cc2C1=O	-3.6%	5.9%	?
O=c1oc2cc(Br)ccc2n1CSC1=NCCS1	-3.7%	-1.0%	20.6µM*
CCN(c1ccccc1)S(=O)(=O)c1ccc(Cl)c(C(=O)NCC2CCCO2)c1 (configuration not stated)	-4.1%	0.1%	-23.8%
CN(C)c1ncc2nc(-c3ccccc3)c(=O)n(-c3ccccc3)c2n1	-18.2%	.	6.0%
COC(=O)c1cccc(NC(=O)c2ccc(S(=O)(=O)N3CCN(C)CC3)cc2)c1	-1.2%	-2.0%	?
c1ccc(-c2nnc3n2CCCC3)cc1	-24.0%	-12.9%	-3.6%
Cc1cc(C)cc(NC(=O)CCN2CCCC2)c1	-0.6%	-2.4%	-17.6%
O=S(=O)(c1ccc(F)cc1)N1CCN(c2ccc(F)cc2)CC1	-4.6%	-12.0%	-2.1%
O=C(N[C@@H](Cc1c[nH]c2ccccc12)C(=O)O)C1CCN(S(=O)(=O)c2cccs2)CC1	2.2%	-11.9%	-4.2%
O=C(COC(=O)C1CCN(S(=O)(=O)c2ccc3c(c2)OCCO3)CC1)NC1CCS(=O)(=O)C1 (configuration not stated)	-2.6%	1.9%	-6.2%
Cc1ccn2c(NCc3ccccc3)c(-c3cccs3)nc2c1	-20.2%	-7.6%	16.4µM*
O=C(NC(=S)NC1CCS(=O)(=O)C1)c1cccc([N+](=O)[O-])c1 (configuration not stated)	-27.7%	6.6%	-2.0%

Exported as a markdown table: 3 of the compounds above.
| compound | KAT2A inh | FEN1 inhibitor | DT40 TDP1 CPT |
| --- | --- | --- | --- |
| C[C@H](CO)N1C[C@H](C)[C@@H](CN(C)S(=O)(=O)c2ccc(F)cc2)Oc2ccc(NC(=O)C3CCCCC3)cc2C1=O | -3.6% | 5.9% | ? |
| COC(=O)c1cccc(NC(=O)c2ccc(S(=O)(=O)N3CCN(C)CC3)cc2)c1 | -1.2% | -2.0% | ? |
| O=C(N[C@@H](Cc1c[nH]c2ccccc12)C(=O)O)C1CCN(S(=O)(=O)c2cccs2)CC1 | 2.2% | -11.9% | -4.2% |

Later entries.
SMILES	KAT2A inh	FEN1 inhibitor	DT40 TDP1 CPT
CCCn1c2ccccc2c2nnc(SCC(=O)Nc3ncccn3)nc21	-14.6%	7.0%	25.9µM*
O=C(c1ccccn1)N1CCCC(N2CCN(c3cccc(C(F)(F)F)c3)CC2)C1 (configuration not stated)	-18.5%	10.5%	?
CN(C(=O)c1cccc(NC(=O)Cc2ccc(NC(=O)C3CCCN(C(=O)C4CCC4)C3)cc2)c1)C1CCCC1 (configuration not stated)	.	-12.6%	?
CCN(CC)C(=O)c1sc(NC(=O)c2ccoc2C)c(C(=O)OC)c1C	-5.3%	1.8%	?
CCOc1ccc(NC(=O)n2ncc3c(C)cccc32)cc1	?	-14.8%	-6.2%
COCc1cc(Sc2ccc(OC)cc2)nc(-c2ccccc2)n1	0.2%	-11.1%	-3.1%
Cn1c(=O)c2c(nc(CN3CCN(c4cccc(Cl)c4)CC3)n2CCc2ccccc2)n(C)c1=O	.	3.2%	13µM*
CC(C)c1nccn1S(=O)(=O)c1cccc([N+](=O)[O-])c1	4.1%	-6.1%	-0.8%
O=C(O)CCC(=O)Nc1ccc(Oc2ncnc3cc(Cl)ccc23)nc1	-2.4%	1.4%	-8.0%
CC1(C)CC2CC(C)(CN2S(=O)(=O)c2ccc(N)cc2)C1 (configuration not stated)	-3.0%	6.5%	?
COc1ccc(N(C(=O)c2csnn2)C(C(=O)NC2CCCC2)c2cccs2)cc1 (configuration not stated)	-0.8%	13.4%	?
Cc1nn(C)c(C)c1C1C(C#N)=C(N)OC2=C1C(=O)CC(C)(C)C2 (configuration not stated)	-6.1%	2.6%	9.6%
CN(C)S(=O)(=O)c1ccc(C(=O)OCC(=O)NC(=O)NCc2ccccc2)cc1	-3.7%	-1.5%	1.7%
Cc1ccc(Cn2c(=O)c3ccccc3n3c(-c4ccccc4)nnc23)cc1	-3.6%	-6.2%	?
CC(=O)Nc1cccc(N/C(N)=N/c2nc(C)cc(C)n2)c1	1.1%	?	25.9µM*

Part of the list above in order of length of the SMILES, low to high.
SMILES	KAT2A inh	FEN1 inhibitor	DT40 TDP1 CPT
N#CCCNS(=O)(=O)c1ccc(C(=O)OCC2CCCCC2)cc1	-8.9%	-3.6%	7.2%
CN(C)S(=O)(=O)c1ccc(C(=O)OCC(=O)NC(=O)NCc2ccccc2)cc1	-3.7%	-1.5%	1.7%
O=C(N[C@@H](Cc1c[nH]c2ccccc12)C(=O)O)C1CCN(S(=O)(=O)c2cccs2)CC1	2.2%	-11.9%	-4.2%

New compounds follow:
SMILES	KAT2A inh	FEN1 inhibitor	DT40 TDP1 CPT
O=C(Nc1ccc(N2CCN(C(=O)c3ccccc3F)CC2)cc1)c1cncc(Br)c1	-20.9%	-11.6%	?
COC(=O)c1sccc1NC(=O)Nc1ccc(C)cc1C	-4.8%	16.1%	-4.9%
Cc1cccc(OCC(=O)Nc2cccc(OCc3cc(=O)n4cccc(C)c4n3)c2)c1	0.7%	11.0%	20.6µM*
CCOC(=O)CN1N=C(c2ccc(Cl)s2)CSC1=O	-4.5%	1.4%	-68.8%
Cc1ccccc1CCN(C(=O)c1csnn1)C(C(=O)NC1CCCC1)c1ccco1 (configuration not stated)	-3.7%	0.1%	23.1µM*
COc1ccc(C)cc1CN(C)c1ccc(S(=O)(=O)N2CCN(C)CC2)cn1	-12.2%	-3.5%	?
COc1ccc(C(=O)NCCn2cc(SCc3c(F)cccc3Cl)c3ccccc32)cc1	-9.4%	-18.5%	?
COc1ccc(OCC(=O)OCc2cc(=O)n3nc(-c4cccs4)sc3n2)cc1	-8.8%	10.2%	-10.8%
Cc1ccc(OCCn2cc(/C(N)=N/O)c3ccccc32)cc1C	-4.3%	-16.1%	-22.3%
CCc1ccc(NC(=O)N2CCN(C(=O)C3CCCO3)CC2)cc1 (configuration not stated)	-9.0%	1.8%	8.8%
NC(=O)C1CCN(CC(=O)Nc2ccccn2)CC1	-10.2%	-11.6%	-6.7%
Cn1c(=O)cc(SCC(=O)NCCCN2CCOCC2)c2ccccc21	-5.0%	-6.1%	0.4%
CCOc1ccc(S(=O)(=O)NCCC(=O)N(C)Cc2cccs2)cc1	0.8%	-10.5%	-23.7%
COC(=O)c1sccc1NC(=O)CC1C(=O)NCCN1C(=O)c1c(F)cccc1Cl (configuration not stated)	?	5.7%	3.6%
CC1CCN(C(=O)CSc2n[nH]c(-c3ccc(F)cc3)n2)CC1	-1.1%	3.4%	?
O=C(N/N=C/c1ccc(F)cc1)c1cc(-c2ccco2)nc2ccccc12	?	79.4µM*	11.6µM*
CC(=O)OC1c2ccccc2C(=O)N1Cc1ccccc1Cl (configuration not stated)	2.3%	-8.3%	6.1%
COc1cccc(CC(=O)N2CCN(c3ccccc3[N+](=O)[O-])CC2)c1	-3.0%	?	?
Cc1cccc(NC(=O)c2cccnc2Cl)n1	1.3%	-10.3%	5.4%
CCOC(=O)c1ccc(NC(=O)C2=C(C)Nc3nc(SCc4ccc(Cl)cc4)nn3C2c2ccc(C)cc2)cc1 (configuration not stated)	-8.0%	-11.7%	-15.2%
Cc1csc(C(=O)NN)c1N(C)C	1.9%	1.5%	-0.4%
Cc1ccc(C(=O)CNc2ccc(C)c(Cl)c2)cc1	-1.3%	-0.4%	?
O=C(COc1ccc(Cl)cc1Cl)NC(=O)c1ccccc1	-1.8%	-3.4%	-7.6%
CCCCn1cc(S(=O)(=O)c2cc(C)ccc2C)c(=O)c2cc(F)c(N3CCC(C)CC3)cc21	-4.0%	-7.4%	?
COc1ccc(C(=O)NNC(=O)CCc2nc3ccccc3c(=O)[nH]2)cc1	3.5%	0.2%	-8.5%
CC(=O)OC(C[N+]1(C)CCCCCC1)c1ccccc1 (configuration not stated)	1.7%	-4.8%	0.3%
COc1cc(Cl)c(C)cc1NC(=O)CSc1sc2c(O)cc(=O)[nH]c2c1C#N	?	?	-14.1%
COc1ccccc1NC(=O)Nc1ccc2c(c1)nc(C)n2C	-3.0%	-1.0%	-1.8%
CCOc1ccc(NC(=O)CSc2nnc(C3CC3)n2C)cc1	2.3%	0.2%	7.9%
CCOC(=O)c1ccc(N/C=C2/CCCC(C)C2=O)cc1 (configuration not stated)	-4.2%	-4.4%	?

Compounds from the list above with an aryl thioether with sulfur outside any ring (8):
SMILES	KAT2A inh	FEN1 inhibitor	DT40 TDP1 CPT
CCCn1c2ccccc2c2nnc(SCC(=O)Nc3ncccn3)nc21	-14.6%	7.0%	25.9µM*
COCc1cc(Sc2ccc(OC)cc2)nc(-c2ccccc2)n1	0.2%	-11.1%	-3.1%
COc1ccc(C(=O)NCCn2cc(SCc3c(F)cccc3Cl)c3ccccc32)cc1	-9.4%	-18.5%	?
Cn1c(=O)cc(SCC(=O)NCCCN2CCOCC2)c2ccccc21	-5.0%	-6.1%	0.4%
CC1CCN(C(=O)CSc2n[nH]c(-c3ccc(F)cc3)n2)CC1	-1.1%	3.4%	?
CCOC(=O)c1ccc(NC(=O)C2=C(C)Nc3nc(SCc4ccc(Cl)cc4)nn3C2c2ccc(C)cc2)cc1 (configuration not stated)	-8.0%	-11.7%	-15.2%
COc1cc(Cl)c(C)cc1NC(=O)CSc1sc2c(O)cc(=O)[nH]c2c1C#N	?	?	-14.1%
CCOc1ccc(NC(=O)CSc2nnc(C3CC3)n2C)cc1	2.3%	0.2%	7.9%

Other compounds:
SMILES	KAT2A inh	FEN1 inhibitor	DT40 TDP1 CPT
CCNC(=O)C1CC(=O)N(CC)C(=Nc2cc(Cl)c(O)c(Cl)c2)S1 (configuration not stated)	0.5%	-2.7%	1.1%
Cn1c(=O)c2c(SCc3ccccn3)nc(C3CC3)nc2n(C)c1=O	-0.5%	4.0%	?
CC(=O)c1ccc(NC(=O)N2CCN(c3ccc(C)cc3)C(C)C2)cc1 (configuration not stated)	-26.4%	-4.1%	?
O=C(NC1CCCCC1)C(c1ccccc1)N(C(=O)c1csnn1)C1CC1 (configuration not stated)	-1.1%	5.7%	-0.2%
Cc1ccc(-n2[nH]c(C)c(C=Nc3ccc(Br)cn3)c2=O)cc1	-2.7%	-11.8%	?
Cc1ccc(-c2nnn(CC(=O)N3C(C)CCCC3C)n2)cc1 (configuration not stated)	-2.8%	-2.1%	4.4%
Cc1cccc(C(=O)NCC(C)NC(=O)c2cccc(C)c2)c1 (configuration not stated)	-2.0%	-1.8%	9.5%
OCCCc1cn(-c2ccccc2)c2ccccc12	-1.1%	-5.0%	2.1%
O=C(COC(=O)c1cc(=O)[nH]c2ccccc12)Nc1nc(-c2ccc(F)cc2)cs1	.	6.1%	-35.3%
COCCN(C(=O)c1snc(C(N)=O)c1N)C(C(=O)NC1CCCCC1)c1cc(OC)c(OC)c(OC)c1 (configuration not stated)	-1.4%	-11.9%	-3.4%
CCOc1ccc(CCNC(=O)Cc2ccc(NC3=NC4CS(=O)(=O)CC4S3)cc2)cc1OCC (configuration not stated)	-4.9%	-1.9%	1.3%
O=C(NCn1cnccc1=O)c1ccccc1	-4.0%	-15.8%	-1.2%
Cn1c(=O)c2ncn(CC(=O)Nc3ccc(N4CCOCC4)cc3)c2n(C)c1=O	-4.7%	10.3%	-1.9%
C[C@@]12C(=O)N(Cc3ccco3)CC(=O)N1[C@H]1c3cc(Cl)ccc3OC[C@@H]1[C@@H]2c1ccccc1	-6.4%	6.4%	?
O=C(Nc1ccc(C2=NCCN2)cc1)c1ccc(C(=O)Nc2ccc(C3=NCCN3)cc2)c([N+](=O)[O-])c1	10.0%	39.8µM*	6.51µM*
CCN(CC)S(=O)(=O)c1ccc2c(c1)CC(C(=O)N1CCCC1)N2C(C)=O (configuration not stated)	24.0%	3.7%	1.1%
Clc1ccc(N2CCN(/N=C/c3ccncc3)CC2)cc1	-28.9%	-3.2%	23.1µM*
CCOC(=O)C1CCN(C(=O)Cn2cnc3sc(C)c(S(=O)(=O)N4CCOCC4)c3c2=O)CC1	-0.1%	2.1%	4.8%
O=C(CSC1=NCCN1)NC12CC3CC(CC(C3)C1)C2	1.5%	-0.9%	25.9µM*
CC(OC(=O)C1CC(=O)N(Cc2ccccc2)C1)C(=O)Nc1cccc(C#N)c1 (configuration not stated)	-1.9%	-3.0%	-14.9%
CCOc1ccc(CN2CCN(C3CCSCC3)CC2CCO)cc1 (configuration not stated)	-6.6%	0.1%	10.6%
C=CCn1cnc2c(nnn2-c2ccc(C)c(C)c2)c1=O	-4.1%	-10.7%	3.9%

This is a subset; rates above refer to the full screens.
